Screening results as filed in PubChem.
EWS-Fli block = blocks EWS/Fli oncoprotein-driven transcription. inhibition, % at 12.6 µM. 0.67% of 350,000 active. A673 NR0B1-luciferase reporter, viability-normalised;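 active means mean inhibition of at least 50% after viability correction, with every replicate also passing that limit; inconclusive means mean reaches 50% but only one of two replicates passes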;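 further: firefly luciferase signal divided by Alamar Blue viability fluorescence both relative to DMSO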
CASP6 VEID inh = blocks human caspase-6 cleavage activity; AID 686996; P55212; 0.53% of 350,000 active; purified caspase-6, Z-VEID-R110 cleavage fluorescence; inhibition, % at 12.5 µM;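 active means mean inhibition across replicates at least about 35%, with every replicate also reaching that limit, limit read from the data; inconclusive means only one of the two criteria met; inactive means neither criterion met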;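 further: 0% = median of neutral control wells and 100% = no fluorescence left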
Target sequence (P55212 24-179 limits assumed): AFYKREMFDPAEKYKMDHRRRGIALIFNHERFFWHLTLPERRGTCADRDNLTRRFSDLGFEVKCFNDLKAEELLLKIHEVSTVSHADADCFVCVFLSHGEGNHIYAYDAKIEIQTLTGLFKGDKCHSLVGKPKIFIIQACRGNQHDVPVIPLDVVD
Target sequence (P55212 194-293 limits assumed): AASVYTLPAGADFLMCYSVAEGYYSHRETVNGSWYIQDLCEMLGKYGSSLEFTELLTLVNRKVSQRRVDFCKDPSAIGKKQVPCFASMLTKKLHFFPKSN
DENV2 CPE rescue = inhibitors of DENV2 cytopathic effect. DENV2-infected cells, cytopathic effect rescue, plate reader. CPE inhibition, % at 9.99 µM. 1.7% of 350,000 active. AID 651640; in the data active means CPE inhibition above about 20%, passing the limit was not always enough; inconclusive means no clear call, values can overlap the other calls; tested in BHK-21 cells;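 further: 0% = median of neutral control wells and 100% = median of positive control wells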
LGR2 inh = inhibitors of bursicon-induced Drosophila LGR2 receptor cAMP signaling; HEK293 LGR2, CRE-luciferase, bursicon-stimulated, 4 h; 0.35% of 380,000 active; inhibition, % at 9.99 µM; AID 720647;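 active means drop in luminescence signal, shown as inhibition above about 50% in the replicate tests, limit read from the data, passing the limit was not always enough; inconclusive means probably only some replicates passing the limit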;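 further: agonist challenge used bursicon conditioned medium at about half maximal strength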
PAX8 reporter = lowers PAX8-driven luciferase in RMG-I cells. RMG-I TPO-luciferase reporter, SteadyGlo, 24 h. inhibition, % at 12.6 µM. 1.2% of 360,000 active. AID 652154;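 active means mean replicate inhibition at least 60% with every replicate also reaching 60%; inconclusive means only one of the two criteria is met; inactive means mean below 60% and not all replicates reaching 60%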;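 further: luciferase light reporting Pax8 driven TPO promoter activity; plate controls were median of neutral control wells for no effect and mitoxantrone controls for full effect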
ARNT-TACC3 inh = disrupts binding between human ARNT and TACC3; 0.66% of 390,000 active; AID 623870; AlphaScreen His-ARNT PAS-B/GST-TACC3 binding, luminescence; TACC3 fragment carries E629A point mutation; Q9Y6A5; inhibition, % at 9.99 µM;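 active means mean inhibition of replicates at least 50% and at least half of replicates each reaching 50%; inconclusive means half or more replicates reach 50% but mean below 50%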;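 further: 0% = complete ARNT plus TACC3 wells and 100% = ARNT alone without TACC3; many hits fall short of the cut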
SIRT5 block = blocks human SIRT5 desuccinylation of peptide; Purified SirT5, succinyl-peptide AMC, trypsin-coupled fluorescence; inhibition, % at 15 µM; 1.1% of 330,000 active; in the data active means inhibition above about 15%; inconclusive means no clear call, values can overlap the other calls
Target sequence (Q9NXA8 whole entry, looked up): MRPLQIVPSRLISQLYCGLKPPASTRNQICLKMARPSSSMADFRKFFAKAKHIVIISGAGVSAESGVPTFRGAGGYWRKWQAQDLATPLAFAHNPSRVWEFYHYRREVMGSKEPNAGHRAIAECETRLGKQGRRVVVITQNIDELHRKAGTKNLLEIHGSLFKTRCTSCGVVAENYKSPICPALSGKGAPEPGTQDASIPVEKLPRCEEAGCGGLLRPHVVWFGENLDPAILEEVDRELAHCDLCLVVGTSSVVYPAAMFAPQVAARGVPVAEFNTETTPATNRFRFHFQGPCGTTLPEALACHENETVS
* marks the source's active call; other numbers are inactive results; u = inconclusive; x = not tested or not shown; & = joins results of further samples.

Molecule	ARNT-TACC3 inh	SIRT5 block	DENV2 CPE rescue	CASP6 VEID inh	PAX8 reporter	LGR2 inh	EWS-Fli block
COc1ccc(C(=O)NCC(C)(C)N2CCOCC2)cc1S(=O)(=O)N1CCCC1	0	3	-6	1	-1	-12	-1
Cc1cccc(C(=O)NCC(=O)N2CCCCCCC2)c1	2	-4	-1	1	-66	-35	-46
CC(=O)Nc1ccc(S(=O)(=O)NCc2nnnn2-c2ccc(F)cc2)cc1	2	0	3	-2	1	-12	-4
COC(=O)C[C@@H]1CC[C@@H]2[C@H](COc3ccc(NC(=O)Nc4ccc(Cl)cc4)cc3C(=O)N2C)O1	-3	x	0	x	20	20	32
C[C@@H]1CN([C@@H](C)CO)C(=O)c2cc(NS(C)(=O)=O)ccc2O[C@@H](C)CCCCO[C@@H]1CN(C)C(=O)c1ccccc1	-6	1	-1	-1	3	8	-16
CCCNC(=O)N1C[C@H](C)[C@H](OC)CN(C)C(=O)c2ccc(NC(=O)CCC)cc2OC[C@@H]1C	-5	-3	1	x	8	-6	3
COc1ccc(S(=O)(=O)Nc2cccc3c2O[C@H](CN(C)S(=O)(=O)c2cn(C)cn2)[C@H](C)CN([C@H](C)CO)C3=O)cc1	0	1	-7	-2	x	6	3
COc1ccc(C#Cc2ccc3c(c2)[C@H]2[C@H](CCN2C(=O)C2CC2)[C@H](CO)N3)cc1	-12	2	18	0	-11	13	-5
CCn1c(SCC(=O)Nc2cc(C)on2)nnc1-c1ccc(S(=O)(=O)N2CCCC2)cc1	-2	-4	x	3	x	12	x
COc1ccccc1N(C(=O)c1ccco1)C(C(=O)NC1CCCC1)c1ccncc1 (stereo unspecified)	8	3	3	x	9	-15	-1
Clc1cccc(CNc2ccn3nc(-c4ccco4)cc3n2)c1	x	x	6	0	-79	-21	-43
Cc1cc(C(=O)N2CCN(c3ccccn3)CC2)c(C)o1	2	-2	2	0	x	17	-11
CC1=C(C(=O)OCCC#N)C(c2cc3c(cc2Br)OCO3)NC(=O)N1 (stereo unspecified)	-7	-5	-2	1	10	8	0
Cc1ccc(S(=O)(=O)n2c(C)nc3cc(C)ccc32)cc1	-3	2	2	-5	-6	0	-5
N#C[C@H]1[C@H](c2ccc(C3=CCCCC3)cc2)[C@@H](CO)N1S(=O)(=O)c1cccc(F)c1	28	4	6	0	-2	-19	3
CO[C@H]1CN(C)C(=O)c2cc(NC(=O)c3ccc(F)cc3)ccc2OC[C@H](C)N(C(=O)CN(C)C)C[C@@H]1C	11	-1	-5	2	-10	-13	-6
CN(CC(=O)NC1CCN(Cc2ccccc2)CC1)S(=O)(=O)c1ccc(Cl)s1	0	-1	7	-10	2	14	11
CC(C)NC(=O)N[C@@H]1CC[C@@H](CC(=O)N2CCCCC2)O[C@H]1CO	7	-2	-7	-2	10	-3	5
CCOC(=O)C(Oc1ccc2c(-c3ccccc3)cc(=O)oc2c1)c1ccccc1 (stereo unspecified)	-5	0	u	-2	-11	12	13
OCCc1c[nH]c2cc(F)ccc12	x	x	-9	-3	5	2	8
COc1ccc(C2SCC(=O)N2c2nnc(C34CC5CC(CC(C5)C3)C4)s2)cc1 (stereo unspecified)	-3	-2	-6	-1	5	6	-2
O=CNc1cc(-c2ccsc2)cn2c(-c3ccccc3)cnc12	x	x	u	1	-27	-60	-13
Cc1cccc2cc(C3CC(c4ccco4)=NN3C(=O)CCC(=O)O)c(Cl)nc12 (stereo unspecified)	-6	-3	5	22	20	11	-1
COc1cccc2c1Oc1ncccc1N(C(=O)CCC(=O)NCc1ccccc1)C2	1	-1	-1	-1	11	-12	-11
COc1cccc(C#Cc2ccc([C@@H]3[C@@H](C#N)N(C(=O)C4CCCC4)[C@H]3CO)cc2)c1	x	x	-2	x	x	11	-7
O=C(CCN1C(=O)COc2ccccc21)NCCN1CCc2ccccc2C1	7	0	-4	x	x	-5	6
CCCNC(=O)CS(=O)Cc1nc(-c2cccc(OC)c2)oc1C (stereo unspecified)	-2	-5	-11	0	-3	-23	0
CCCNC(=O)c1cc(C2CCCN(S(=O)(=O)c3ccccc3)C2)on1 (stereo unspecified)	x	-2	-3	2	5	11	3
CNS(=O)(=O)c1cccc(C(=O)OCC(=O)/C=C2/N(C)c3ccccc3C2(C)C)c1	-3	2	3	4	22	6	44
COc1ccc(NC(=O)N2CCCCN3[C@H](CO)[C@@H](c4ccc(C#Cc5ccccc5)cc4)[C@@H]3C2)cc1	16	15	4	-1	-1	x	8
COCCN(C(=O)c1ccco1)c1nc(-c2ccccc2)cs1	13	-3	-2	5	-10	3	-28
CC1CN(C(=O)COc2ccc3ccccc3c2)CC(C)O1 (stereo unspecified)	-9	x	2	0	-6	-16	-8
O=C(C[C@H]1C=C[C@@H](NC(=O)c2ccncc2)[C@H](CO)O1)NCCc1ccncc1	-1	0	3	1	x	-14	-1
CC(C)(C)OC(=O)N(CCc1ccccc1)Cc1ccccc1OCc1cccc(NC(=O)C2CCCC2)c1	-7	29*	-14	0	1	-8	-2
C[C@@H](O)C#Cc1ccc2c(c1)O[C@H](CN(C)C(=O)c1ccccc1)[C@@H](C)CN([C@@H](C)CO)S2(=O)=O	-3	-1	17	-1	x	19	-17
CCn1ccnc1CNC(=O)CC1C(=O)NCCN1Cc1ccc(F)cc1Cl (stereo unspecified)	x	-5	7	-1	-2	6	1

Part of the list above in order of number of heavy atoms, smallest number first.
Molecule	ARNT-TACC3 inh	SIRT5 block	DENV2 CPE rescue	CASP6 VEID inh	PAX8 reporter	LGR2 inh	EWS-Fli block
CC1CN(C(=O)COc2ccc3ccccc3c2)CC(C)O1 (stereo unspecified)	-9	x	2	0	-6	-16	-8
CCn1ccnc1CNC(=O)CC1C(=O)NCCN1Cc1ccc(F)cc1Cl (stereo unspecified)	x	-5	7	-1	-2	6	1
CC(C)(C)OC(=O)N(CCc1ccccc1)Cc1ccccc1OCc1cccc(NC(=O)C2CCCC2)c1	-7	29*	-14	0	1	-8	-2

New compounds follow:
Molecule	ARNT-TACC3 inh	SIRT5 block	DENV2 CPE rescue	CASP6 VEID inh	PAX8 reporter	LGR2 inh	EWS-Fli block
C/C(=N\NC(=O)C(=O)Nc1c(C)n(C)n(-c2ccccc2)c1=O)c1ccc(Cl)s1	1	3	4	2	26	4	16
Cc1cc(C)n2nc(C(=O)N/N=C/c3ccc(O)cc3)nc2n1	8	-3	8	2	5	-28	4
CCC(=O)N[C@H]1C=C[C@@H](CC(=O)NCc2ccccc2OC)O[C@@H]1CO	x	2	3	-2	-4	9	4
CCCn1c(CCl)nc2cc(S(=O)(=O)N3CCOCC3)ccc21	-3	1	10	0	-5	1	-2
CC1(C(=O)NS(=O)(=O)c2cccc(Cl)c2)CCN1C(=O)CCc1ccc(Cl)cc1Cl (stereo unspecified)	x	x	-4	2	14	-5	-1
COc1ccccc1/C=C1/SC(=S)N(C(C)C(=O)NC2C=CS(=O)(=O)C2)C1=O (stereo unspecified)	14	2	8	27	14	1	11
Cc1cc(C(=O)NCc2cccnc2)n(-c2ccccc2)n1	-3	x	13	0	-8	5	1
CC=Cc1ccc2n(c1=O)C[C@H]1[C@H](CO)[C@@H](C(=O)NCC3CC3)[C@@H]2N1Cc1ccncc1 (mixture of isomers)	5	-9	-5	2	x	-12	1
CC(=O)C1C(=O)c2c(cccc2[N+](=O)[O-])C1=Nc1cccc(Cl)c1 (stereo unspecified)	10	-2	-5	2	19	-13	-11
Cc1noc(C)c1S(=O)(=O)Nc1ccc2c(c1)CC(=O)N([C@@H](C)CO)C[C@@H](C)[C@H](CN(C)Cc1ccc(Oc3ccccc3)cc1)O2	28	x	-2	x	45	28	-1
CCOC(=O)C1CCCN(Cc2ccc(-c3ccccc3)cc2)C1 (stereo unspecified)	-13	x	3	1	-4	6	2
Cc1ccccc1S(=O)(=O)N1C[C@@H](O)COC[C@H]2O[C@@H](CC(=O)N3CCOCC3)CC[C@@H]21	2	0	10	1	-2	6	-12
CC1(C(=O)NCc2cccc(Cl)c2)Cc2c(-c3ccccc3)ccnc2O1 (stereo unspecified)	x	1	-3	-1	10	23	5
COc1ccc(S(=O)(=O)N(C)C[C@@H]2Oc3ncc(Br)cc3C(=O)N([C@H](C)CO)C[C@@H]2C)cc1	-6&-5	0&6	6&-9	-1&0	x	4	-1&9
CCc1ccc(N(C(=O)c2ccco2)C(C(=O)NC2CCCC2)c2cccnc2)cc1 (stereo unspecified)	0	-3	-1	1	2	-8	-1
CN(c1ccc2nc3ccccc3c(=O)n2n1)C1CCCCC1	11	-3	-4	0	86*	x	85*
CCN(CC)c1nc(NN)nc(Nc2ccc(C)c(Cl)c2)n1	-4	-6	-5	-6	-3	x	22
C/C(=N\NC(=O)NC1CCCCC1)C1CCCCC1	-6	-1	x	-1	-3	4	4
CN(C)C(CNC(=O)C1CCN(S(=O)(=O)c2ccccc2C(F)(F)F)CC1)Cc1ccccc1 (stereo unspecified)	2	-4	-2	-7	-1	13	4
N#Cc1ccc(CN2CCN(C(=O)CNC(=O)Cc3cccc4ccccc34)CC2)cc1	4	-6	2	-1	30	-10	30
CCC1SC(=Nc2cccc(C)c2)NC1=O (stereo unspecified)	0	2	1	0	0	-10	5
COc1ccc(-c2cnc(C(O)c3ccccc3)[nH]2)cc1 (stereo unspecified)	x	2	4	1	-240	-67	-100
COC(=O)[C@H]1C[C@H](C(=O)O)[C@@H](C)C1(C)C	-2	x	-10	0	5	-23	-13
C[C@H](NC(=O)[C@@H]1CCCN1C(=O)[C@@H]1CCCN1C(=O)c1cccc(Cl)c1)c1ccccc1	x	2	4	0	-2	-14	11
O=C(O)CCN1c2cccc3cccc(c23)S1(=O)=O	-1	-2	8	-1	10	4	3
CC(=O)Nc1ccc(CNc2nc3cc(-c4ccc(F)cc4)sc3c(=O)n2C)cc1	x	5	17	3	-56	-42	-77
COc1ccc2sc(-c3ccccc3OC)c(-c3ccc(SC)cc3)c2c1	x	-1	-6	-3	18	-30	-9
c1ccc(C(c2ccccc2)c2noc(CN3CCN(C4CCCC4)CC3)n2)cc1	3	-5	8	2	-14	-4	5
COC(=O)/C(C#N)=C/c1c(N2CCCCCC2)nc2ccccn2c1=O	4	-1	1	0	17	-9	3
O=C(O)c1cc(-c2ccccc2)on1	3	-1	-4	1	x	-1	x
Cc1cccc(Cc2c(C)[nH]c(=O)c(C#N)c2C)c1	-3	-2	1	x	7	5	3
COc1ccc(-c2cn(CCNC(=O)[C@H](Cc3ccccc3)NS(=O)(=O)c3ccc(C)cc3)nn2)cc1OC	-4	-1	3	-4	-4	x	-14
C/C=C/c1ccc([C@@H]2[C@@H](CO)N3CCCCN(S(=O)(=O)c4cccs4)C[C@@H]23)cc1	16	9	3	-1	-25	-17	x
COCCn1c(SCC(=O)NC2CCCC2)nnc1-c1ccco1	x	-4	-1	-3	-7	-9	-9
COc1cc(NS(=O)(=O)c2cc(C(=O)NCCc3ccccn3)ccc2OC)cc(OC)c1	-5	x	2	-1	9	4	-3
O=C(Nc1cccc(F)c1)NC1(C(=O)N2CCOCC2)CCCCC1	2	-1	-6	1	15	11	2
C[C@@H]1CN([C@@H](C)CO)C(=O)Cc2cc(NC(=O)NC3CCCCC3)ccc2O[C@H]1CN(C)CC1CC1	-1	-4	41*	1	x	13	6
O=C(Cc1ccccc1Cl)Nc1ccc(S(=O)(=O)Nc2nccs2)cc1	0	10	3	4	1	3	x
O=C(C1=C(O)C(=O)N(Cc2ccco2)C1c1cccc([N+](=O)[O-])c1)c1ccco1 (stereo unspecified)	5	4	5	11	2	14	3
C/C=N/N(c1ccccc1)c1ccccc1	-5	-4	1	-4	-9	-8	1
Cc1cc2c(s1)c1cnn(Cc3ccccc3F)c(=O)c1n2C	x	-29	x	0	6	x	x

Results in SIRT5 block, for some of the entries so far:
| compound | SIRT5 block |
| --- | --- |
| C[C@@H]1CN([C@@H](C)CO)C(=O)Cc2cc(NC(=O)NC3CCCCC3)ccc2O[C@H]1CN(C)CC1CC1 | -4 |
| C/C=N/N(c1ccccc1)c1ccccc1 | -4 |
| O=C(Cc1ccccc1Cl)Nc1ccc(S(=O)(=O)Nc2nccs2)cc1 | 10 |
